Compound activity (PubChem BioAssay)
Wnt bcat act: activates Wnt/beta-catenin signaling in a reporter cell assay; activator, plate reader; activation, % at 9.35 µM; hit rate 1.2% among 300,000; AID 743398; in the data active means activation above about 30%, passing the limit was not always enough; inconclusive means no clear call, values can overlap the other calls;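 further: 0% = neutral control wells and 100% = positive control wells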
PvdQ acylase: blocks Pseudomonas aeruginosa PvdQ acylase activity | purified PvdQ acylase, fluorescence plate reader | inhibition, % at 10 µM | hit rate 0.063% among 340,000 | AID 488965; in the data active means inhibition above about 30%, passing the limit was not always enough; inconclusive means no clear call, values can overlap the other calls;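 further: 0% = vehicle neutral wells and 100% = reference inhibitor wells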
PfHsp90 set2: inhibits growth of yeast expressing Plasmodium falciparum Hsp90; S. cerevisiae expressing PfHsp90, BacTiter-Glo ATP, 48 h; yeast lacking PDR1 and PDR3 efflux regulators; hit rate 0.32% among 310,000; AID 504621; inhibition, % at 9.4 µM;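 active means every replicate shows inhibition above about 80%, whatever the replicate mean, limit read from the data; inconclusive means mean inhibition reaches the set limit but some replicate falls short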;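 further: 0% = DMSO neutral controls and 100% = 20 µM radicicol positive controls; yeast relying on Plasmodium falciparum Hsp90 in place of its own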
phage Ecoli inh: E. coli growth loss with phage present; growth absorbance; inhibition, % at 11.9 µM; hit rate 0.26% among 360,000; in the data active means inhibition above about 11%
AddAB inh: less growth of phage-infected E. coli with AddAB. hit rate 0.29% among 330,000. E. coli expressing H. pylori AddAB, absorbance growth. AID 435030. inhibition, % at 11.9 µM; in the data active means inhibition above about 12%;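 further: 0% = vehicle wells of infected cells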
Tat export inh: blocks Tat-dependent protein export in E. coli; inhibition, % at 10 µM; E. coli MC4100 TorA-mCherry Tat export, fluorescence; hit rate 0.036% among 340,000; AID 488895;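 active means mean replicate inhibition at least 50% and at least half of replicates individually reaching 50%; inconclusive means only one of the two criteria met; inactive means neither criterion met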;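 further: exported cargo escapes ClpAP degradation while cytoplasmic cargo is degraded and loses fluorescence; 0% = median of neutral control wells and 100% = median of NaSCN control wells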
E coli growth: bacterial growth inhibition, counter-screen for AddAB inhibitors; E. coli V3065 growth, OD600 absorbance, 18 h; inhibition, % at 11.9 µM; hit rate 0.27% among 330,000; AID 449728;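 active means inhibition above the campaign's mean inhibition across all tested compounds plus 3 SD, cut at about 9.9% in these data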;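 further: uninfected addAB+ strain grown without phage in ampicillin broth; 0% = DMSO wells and 100% = ciprofloxacin 0.95 µg/ml wells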
Rtt109 HAT inh: blocks Candida albicans Rtt109/Vps75 acetyltransferase activity; AID 540336; inhibition, % at 34.9 µM; Q5AAJ8; hit rate 0.16% among 330,000; purified Rtt109/Vps75, ThioGlo CoA-SH fluorescence, 4 h;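 active means inhibition of at least 50% in every replicate; inconclusive means best replicate reaches 50% inhibition but some replicates fall short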
Target sequence (Q5AAJ8 whole entry, looked up): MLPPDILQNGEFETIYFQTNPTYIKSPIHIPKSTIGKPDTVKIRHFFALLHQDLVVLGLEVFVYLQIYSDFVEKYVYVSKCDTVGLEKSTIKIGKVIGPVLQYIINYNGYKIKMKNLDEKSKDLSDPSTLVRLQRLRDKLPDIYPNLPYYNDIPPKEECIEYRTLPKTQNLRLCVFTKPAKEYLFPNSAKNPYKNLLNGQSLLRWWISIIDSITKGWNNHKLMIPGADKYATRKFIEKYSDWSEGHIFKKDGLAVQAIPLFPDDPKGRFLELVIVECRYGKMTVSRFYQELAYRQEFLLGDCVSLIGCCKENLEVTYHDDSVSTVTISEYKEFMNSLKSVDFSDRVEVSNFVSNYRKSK
DAGLB inh: diacylglycerol lipase beta (human) inhibition; Q8NCG7; HEK293T DAGLB membrane lysate, EnzChek fluorogenic substrate; inhibition, % at 5.17 µM; hit rate 0.059% among 340,000; in the data active means inhibition above about 34%;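 further: 0% = enzyme with vehicle and 100% = wells lacking enzyme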
Target sequence (Q8NCG7 whole entry, looked up): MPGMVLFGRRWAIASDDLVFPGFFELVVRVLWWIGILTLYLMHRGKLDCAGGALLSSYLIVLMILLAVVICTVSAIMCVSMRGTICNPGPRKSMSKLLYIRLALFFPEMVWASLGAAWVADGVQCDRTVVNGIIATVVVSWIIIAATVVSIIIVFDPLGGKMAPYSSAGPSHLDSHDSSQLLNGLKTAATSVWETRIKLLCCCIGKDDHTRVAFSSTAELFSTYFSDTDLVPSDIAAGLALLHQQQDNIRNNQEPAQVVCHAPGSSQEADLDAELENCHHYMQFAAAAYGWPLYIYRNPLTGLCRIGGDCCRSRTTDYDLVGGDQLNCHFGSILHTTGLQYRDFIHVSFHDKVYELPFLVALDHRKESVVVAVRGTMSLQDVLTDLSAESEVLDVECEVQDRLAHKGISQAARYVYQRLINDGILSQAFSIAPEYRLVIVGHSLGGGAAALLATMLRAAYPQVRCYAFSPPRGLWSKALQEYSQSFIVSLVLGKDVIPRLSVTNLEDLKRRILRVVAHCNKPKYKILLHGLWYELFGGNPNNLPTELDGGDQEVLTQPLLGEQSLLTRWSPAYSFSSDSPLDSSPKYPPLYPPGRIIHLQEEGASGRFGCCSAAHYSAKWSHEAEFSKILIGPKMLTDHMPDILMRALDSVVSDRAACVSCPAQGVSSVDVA
CAL PDZ inh: human CAL PDZ-peptide interaction inhibition; purified CAL PDZ, TMR-peptide fluorescence polarization, 1 h; hit rate 0.02% among 330,000; Q9HD26; inhibition, % at 20 µM;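 active means highest replicate inhibition of at least 40%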;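 further: plate controls were DMSO neutral control wells for no effect and unlabeled competitor peptide control wells for full effect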
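Material: tagged CAL PDZ protein CerCALP, purified; buffer or medium: sodium phosphate/NaCl buffer pH 7.4 with TCEP, IgG, Thesit; also added: fluorescent TMR peptide probe; schedule: 1 h incubation at room temperature before polarization reading; technique: fluorescence polarization from S- and P-plane intensities, G-factor corrected; control set: unlabelled peptide and DMSO controls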
Starred values were filed as active, the others as inactive; ? = inconclusive; / = no result given.

Order of results – Wnt bcat act, PvdQ acylase, PfHsp90 set2, phage Ecoli inh, AddAB inh, Tat export inh, E coli growth, Rtt109 HAT inh, DAGLB inh, CAL PDZ inh
O=S(=O)(c1ccc(NC(=S)N/N=C/c2c3ccccc3cc3ccccc23)cc1)N1CCOCC1
→ 2, -8, -49, 4.3, -0.6, -6, -0.7, -6, 1, -2.4
COCC(=O)Nc1ccc(S(=O)(=O)N2CCCC2)cc1
→ -4, -12, -13, 1.1, 0.2, -3, 2.4, -1, -2, /
Cc1cc(NC(=O)CSc2ncnc3sccc23)no1
→ -1, 0, -23, 4.7, 0.8, -8, 4.0, -9, -2, -1.0
CC(=O)N/C(N)=N/c1nc2cc([N+](=O)[O-])ccc2o1
→ 28, -15, 3, 2.2, 2.8, 6, -1.2, -4, 2, 1.0
O=C1CC(c2ccco2)CC(O)=C1C=NCCN1CCNCC1 (stereo not given)
→ -3, -7, -26, -1.5, 0.9, -2, 0.6, -5, -1, -0.8
C#CCOCCOCCOCCNc1nc(N2CCOCC2)nc(N2CCN(C(=O)[C@H](CC(N)=O)n3cc([C@@H](N)C(C)C)nn3)CC2)n1
→ -1, -10, -9, 2.8, 0.7, -2, -1.1, 5, -3, -2.2
Oc1ccccc1CNn1cnnc1
→ /, -15, -15, 1.6, 0.0, -3, -0.8, 7, -3, -0.8
COc1ccc(CCN(C(=S)Nc2ccccc2)C2CC(=O)N(c3ccccc3)C2=O)cc1 (stereo not given)
→ /, -14, 2, 1.8, 1.9, -5, -3.3, -5, -3, 0.2
COc1cc(C(=O)NCC(=O)N2CCN(S(=O)(=O)c3ccccc3C(F)(F)F)CC2)cc(OC)c1OC
→ -5, -1, 0, -0.9, 0.0, 4, -0.8, -16, 0, -0.3
Cc1ccc(Cl)cc1NS(=O)(=O)c1ccccc1
→ -3, -11, /, 1.8, /, 1, /, -3, 0, 0.2
CCNS(=O)(=O)c1ccc(CCC(=O)NCCc2ccc(OC)cc2)cc1
→ 0, -12, 2, 3.0, -3.3, -2, 0.6, 6, 1, 0.6
O=C1/C(=C/c2ccco2)SC(=S)N1CC1CCCO1 (stereo not given)
→ 1, -4, 4, -2.9, -2.1, 3, 0.7, 5, /, -0.8
CSc1ccccc1NC(=O)c1cnccn1
→ /, 8, 7, 3.5, 0.3, -1, -1.7, -3, -2, -0.1
Cc1cc(Cl)ccc1OCCCC(=O)NN
→ -1, -7, -12, 4.0, 4.5, -4, 1.3, -2, -3, -0.6
COc1cccc(N2CCN(C(=O)CCSCc3ccccc3F)CC2)c1
→ -1, -6, /, -0.1, 1.1, 3, 3.3, -1, -1, -1.7
CC1(c2nnc(Cc3ccccc3)o2)CC(c2ccc(Br)cc2)=NO1 (stereo not given)
→ -5, -17, 4, 1.6, 6.7, 9, 3.2, 4, -3, 3.9
O=C(Nc1ccccc1C(=O)N1CCOCC1)c1cccnc1
→ -3, -5, -16, 2.0, 2.5, -2, 2.2, -9, 1, -3.3
O=C(O)c1cc(S(=O)(=O)NCc2ccco2)c(Cl)cc1Cl
→ 1, -7, -12, 0.8, 1.4, 0, 1.1, -5, 1, -0.2
CC(C)CCOP(=O)(c1ccc(N(C)C)cc1)C(O)c1ccc(N(C)C)cc1 (stereo not given)
→ -1, 2, -17, 1.6, -2.9, 3, -2.6, -4, -2, -0.2
CC1CN(C(=O)C(C)N2CCN(c3cccc(Cl)c3)CC2)CC(C)O1 (stereo not given)
→ -9, -4, -9, 2.9, -0.2, -7, 2.1, 8, -2, /
CCOC(=O)N1CCN(C(=O)c2oc3ccc(S(=O)(=O)N(CC)CC)cc3c2C)CC1
→ 2, -10, -4, 0.9, 0.3, -16, -1.0, -11, -5, 0.0
COc1cccc(CNS(=O)(=O)c2cc3c(cc2Cl)NC(=O)CO3)c1
→ -3, -9, -25, 1.5, 1.0, -1, 2.2, -5, 0, -1.2
CCCN(C(=O)c1cc(Cl)nc2ccccc12)c1c(N)n(Cc2ccccc2)c(=O)[nH]c1=O
→ 4, -12, -6, 3.5, 3.1, -4, 0.5, -5, 10, -2.7
COc1ccc(OCC(=O)NCCNC(=O)c2ccccn2)cc1
→ -3, -23, 40, 0.0, 2.5, -5, -0.5, 7, 2, -0.1
Cn1cc(C(=O)c2ccc(Cl)cc2Cl)cc1C(=O)N/N=C(\N)COc1ccc(F)cc1
→ /, 1, 5, 3.4, 4.2, 6, 1.3, ?, -1, -0.7
Cc1ccc(C2CC2c2n[nH]c(=S)n2-c2cccc(C)c2)cc1 (stereo not given)
→ -13, -1, -3, 0.0, 3.1, 6, 1.0, 11, -2, -0.5
Cc1ccnc(SCc2cc(=O)c(OC(=O)c3cccs3)co2)n1
→ 4, -7, -13, 2.1, -2.5, 2, 1.3, -7, 2, -0.4
Cc1ccc(C(=O)Nc2ccc(OCc3ccccc3)cc2)s1
→ -3, 7, -19, 3.5, 2.0, 5, -2.9, 0, -4, 0.8
Cc1ccc(NC(=O)C2=C(O)CCn3c2nc2ccccc23)cc1
→ 2, -11, -26, 2.0, -2.5, -3, -2.1, 0, 2, -2.4
O=C(Nc1ccc(Cl)c(Cl)c1)N1CCSCC1
→ 5, -13, /, 1.9, 1.3, -2, 0.0, -13, 1, /
CCC(=O)Nc1cc2[nH]c(=O)cc(C)c2cc1C
→ 7, -10, -4, 3.1, -0.2, -1, -1.7, -7, -1, 0.0
O=C(/C=C/c1ccc(Cl)cc1)N(Cc1cccs1)C1CCS(=O)(=O)C1 (stereo not given)
→ -3, -10, 9, 1.0, 7.8, 3, 2.6, -10, -2, -5.3
CCC(C)(C)NC(=O)C(c1ccccc1)N(C(=O)c1csnn1)C1CC1 (stereo not given)
→ 3, -12, /, 2.9, -1.1, -20, 0.0, 1, -3, /
O=C(Cn1c(=O)oc2ccccc21)Nc1ccc(F)c(F)c1
→ -2, -9, -42, 1.2, -2.2, 16, 0.9, 3, -2, 0.8
Cc1ccc2cccc(SCC(=O)N3CCOCC3)c2n1
→ -2, -11, -8, 0.6, 1.4, -2, -2.5, -38, 0, -0.4
COc1ccc(CNC(=O)C2CCCN2)cc1OC (stereo not given)
→ 0, -11, 5, 2.0, 0.0, 3, 0.2, -2, 0, 0.6
S=C(NCc1ccco1)Nc1ccc(Oc2ccccc2)cc1
→ 0, -13, 23, 6.6, 2.3, 2, 0.3, -3, -1, -0.9
N#CC1=C(N)c2ccccc2CC12CCCCC2
→ -2, 2, -29, 0.6, 1.0, 12, -1.1, 4, 3, -0.8
CC1CCCN(c2ncnc3c2cnn3-c2ccc(Cl)cc2)C1 (stereo not given)
→ -9, -11, 24, 0.2, -0.6, 1, 2.1, -4, -17, -0.2
Cc1ccc(S(=O)(=O)c2c(COC(=O)c3ccc(Cl)cc3)c(-c3ccccc3)nn2C)cc1
→ /, -5, -4, 2.0, 1.3, -1, 2.2, -15, -4, -0.1
CC1=NCCN1S(=O)(=O)c1c(C(C)C)cc(C(C)C)cc1C(C)C
→ -1, 7, 4, 1.1, 1.6, 7, 0.9, 19, -2, -1.2
O=[N+]([O-])c1nn(-c2ccccc2)[n+]([O-])c1N1CCN(c2ccccc2F)CC1
→ -5, 16, -10, 5.0, 2.6, 0, 0.6, 14, 3, -1.3
O=S(=O)(Nc1ccc(-c2ccccc2)cc1)c1ccccc1
→ 2, -7, -9, 4.4, /, -7, /, -4, -4, -0.2
O=C1CC(Cc2ccccc2)C(=O)N1c1ccc(Cl)cn1 (stereo not given)
→ /, -7, 35, 0.9, 2.7, 11, 1.1, -5, 2, -1.1
O=C(NC1CCCC1)C1CCC(=O)N1C1CCCC1 (stereo not given)
→ /, 3, -11, 1.2, 3.8, -11, -2.0, 13, 4, -0.1
NC(=O)c1ccc(Cc2ncc(C(F)(F)F)cc2Cl)s1
→ /, 1, /, -0.4, 2.1, -11, -2.6, 0, -1, 0.2
O=C(NCC(c1ccco1)N1CCOCC1)c1ccc(F)cc1 (stereo not given)
→ 2, 0, -14, 1.9, 0.1, 10, -0.8, -2, 2, -3.7
O=C(NCCCN1CCCCCC1)C1CCCN(S(=O)(=O)c2cccc3nsnc23)C1 (stereo not given)
→ -1, -15, 4, 2.4, 0.5, -3, -0.3, 5, 0, -0.6
COC(=O)C1CCC(=O)N1C(c1ccc(OC)cc1)c1cc(OC)c(OC)c(OC)c1 (stereo not given)
→ -19, -10, 0, 0.7, /, -13, /, 0, 0, -0.8
COc1ccc(OC)c(NC(=O)c2ccc(NS(C)(=O)=O)cc2)c1
→ /, -8, -11, 0.7, 0.9, 1, -1.9, -1, -2, 0.8

Following part.
Order of results – Wnt bcat act, PvdQ acylase, PfHsp90 set2, phage Ecoli inh, AddAB inh, Tat export inh, E coli growth, Rtt109 HAT inh, DAGLB inh, CAL PDZ inh
CSc1ccc(S(=O)(=O)N2c3ccccc3CC2C)cc1 (stereo not given)
→ -1, -9, 13, 0.4, 3.5, 12, 0.0, -3, -9, -1.6
COC(=O)CNS(=O)(=O)c1ccc(OC)cc1
→ /, -2, 24, /, 1.7, 1, 0.4, 3, -2, -0.1
Cc1ccc(C)c(NC(=O)C2CCCN(S(=O)(=O)c3c(C)noc3/C=C/N(C)C)C2)c1 (stereo not given)
→ -2, 2, -3, -0.8, 4.4, 3, 1.2, 5, 6, -0.4
COc1ccc(CCNC(=O)C2CCCN(Cc3nc(-c4ccccc4C)oc3C)C2)cc1OC (stereo not given)
→ /, -20, /, 2.5, 1.9, 3, -0.7, 11, -1, -1.5
COc1ccc(-n2ccc(=O)c(C(=O)O)n2)c(OC)c1
→ -1, -5, 11, 5.7, -0.8, 2, -0.7, /, -1, -0.4
O=c1cc(O)n(-c2ccc(Cl)cc2)c(=S)[nH]1
→ /, -18, -55, 2.7, -0.9, 21, -1.8, 7, 2, -1.6
COc1cccc(NC(=O)CN(C)C(=O)c2cccc(S(=O)(=O)N3CC4(C)CC3CC(C)(C)C4)c2)c1 (stereo not given)
→ -6, -23, 43, 2.8, 1.0, -12, 0.9, 1, -1, -0.7
